# NTR1 agonist: agonists of NTR1, primary screen, imaging, U2OS cells, beta-arrestin-GFP, high content (AID 493036). P30989. NTR1-U2OS beta-arrestin-GFP spot imaging, agonist mode. activation, % at 20 µM. hit rate 0.17% among 330,000;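 active = activation at or above 40% of the spot to cytoplasm intensity ratio, with at least 20 cells analyzed; inconclusive = wells under 20 cells, flagged as cytotoxic or low count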;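 note: 0% = DMSO without peptide and 100% = 100 nM NTR1 peptide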
# Target sequence (P30989 whole entry, looked up): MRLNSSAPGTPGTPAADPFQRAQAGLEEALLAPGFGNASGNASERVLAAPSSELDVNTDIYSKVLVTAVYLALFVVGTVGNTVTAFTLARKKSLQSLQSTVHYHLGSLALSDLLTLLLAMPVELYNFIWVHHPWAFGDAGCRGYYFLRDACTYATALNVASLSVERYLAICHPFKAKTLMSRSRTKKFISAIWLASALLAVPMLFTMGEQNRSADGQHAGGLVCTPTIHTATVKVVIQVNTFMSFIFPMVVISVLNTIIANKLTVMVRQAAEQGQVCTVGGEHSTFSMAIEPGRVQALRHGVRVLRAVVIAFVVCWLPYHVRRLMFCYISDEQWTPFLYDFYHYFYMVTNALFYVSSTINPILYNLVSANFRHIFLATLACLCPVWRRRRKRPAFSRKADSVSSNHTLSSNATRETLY
# GPR35 arrestin U2OS: GPR35 antagonists blocking zaprinast-driven arrestin recruitment, primary screen, imaging, U2OS, beta-arrestin-GFP, zaprinast agonist (AID 2058); U2OS GPR35 beta-arrestin-GFP translocation imaging, zaprinast antagonism; higher % means a stronger effect; hit rate 0.052% among 290,000; inhibition, % at 10 µM; hits with a dose series show IC50 in µM;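 active = inhibition of at least 50% with at least 30 cells and total cytoplasm GFP at most 10,000,000; inconclusive = under 30 cells or total GFP of 10,000,000 plus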
# AID2073: inhibitors of Mint1-CaV2.2 protein interaction, biochemical, HTRF (AID 2073); one-dose inhibition, % at 20 µM; IC50 in µM for titrated hits; hit rate 0.19% among 290,000; HTRF protein-protein interaction, Mint1-CaV2.2; higher % means a stronger effect; in the data active = inhibition mostly above about 51%, no sharp cut-off; inconclusive = no clear call, values can overlap the other calls; inactive = mostly below about 53%; note: some results filed as inactive read as strong as hits
# GPR55 activation: selective activators of receptor GPR55 – imaging, U2OS cells, beta-arrestin-GFP redistribution, primary screen (AID 1961) | U2OS GPR55 beta-arrestin-GFP redistribution imaging; higher % means a stronger effect | activation, % at 10 µM; hits with a dose series show EC50 in µM | hit rate 0.048% among 290,000;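 active = activation above 40% with more than 50 cells counted in the well; inconclusive = wells holding fewer than 50 cells, flagged as toxic or sparse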;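 note: U2OS osteosarcoma cells stably expressing GPR55 and beta-arrestin-GFP; plate controls were DMSO negative control for no effect and LPI positive control for full effect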
# UTI89 phage lysis: protection from phage-mediated lysis, alamar blue read-out – E. coli UTI89, K1F phage, bacterial capsule biogenesis inhibitors (AID 488966); E. coli UTI89 K1F phage lysis, alamar blue, 2 h; higher % means a stronger effect; inhibition, % at 100 µM; hits with a dose series show IC50 in µM; hit rate 0.02% among 340,000;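 active = phage lysis inhibition, versus mean bacterial control, above a set limit; inconclusive = no clear call, values can overlap the other calls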;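 note: capsule biogenesis inhibitors block K1F phage lysis so surviving cells raise fluorescence; higher fluorescence means more inhibition of phage lysis; actives were called in the ten point dose series up to 300 µM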
# GPR55 antagonists: GPR55 antagonists blocking LPI-driven arrestin recruitment, primary screen, imaging, U2OS, beta-arrestin-GFP, LPI agonist (AID 2013). hit rate 0.13% among 290,000. U2OS GPR55 beta-arrestin-GFP translocation imaging, LPI antagonism; higher % means a stronger effect. one-dose inhibition, % at 10 µM; IC50 in µM for titrated hits;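 active = spots per cell inhibited over 60%, with over 100 cells counted and total cytoplasm intensity under 500,000; inconclusive = wells with under 100 cells, flagged as likely toxic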;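 note: U2OS cells stably carrying GPR55 and arrestin-GFP stimulated by 5 µM LPI near EC80; imaged beta-arrestin-GFP aggregate spots per cell after agonist stimulation; plate controls were LPI-stimulated DMSO wells for no effect and DMSO wells without LPI for full effect; some results filed as inactive read as strong as hits; confirmed hits need IC50 under 10 µM and bright autofluorescent wells are also inconclusive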
# Siah-1 displacement: blockers of Siah-1 interaction with plectin peptide – biochemical, fluorescence polarization, rhodamine-plectin, uHTS, primary screen (AID 1817); Siah-1 / rhodamine-plectin peptide fluorescence polarization; higher % means a stronger effect; displacement, % at 20 µM, or IC50 in µM where a hit was titrated; hit rate 0.02% among 290,000;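 active = displacement of at least 50% at 20 µM, with a fluorescence ratio check between 0.3 and a set limit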;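 note: plate controls were Siah plus tracer with DMSO for no effect and tracer alone without Siah for full effect; strong numbers were not always called active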
# NS5 inhibitors: flavivirus cap methylation enzyme inhibition – biochemical, confirmation dose response, primary screen (AID 588689); Dengue-2 NS5 methyltransferase capping enzyme assay, biochemical; higher % means a stronger effect; hit rate 0.3% among 340,000; inhibition, % at 25 µM, or IC50 in µM where a hit was titrated; in the data active = a potency from the dose series; inconclusive = inhibition above about 29% without an active follow-up result
# HIV fusion peptide: cell-free HIV fusion peptide-binding blockers – biochemical, uHTS, fluorescence dequenching, primary screen (AID 1986); cell-free peptide binding, fluorescence dequenching, 30 min; higher % means a stronger effect; inhibition, % at 20 µM, or IC50 in µM where a hit was titrated; hit rate 0.3% among 290,000; in the data active = inhibition mostly above about 52%, no sharp cut-off; inactive = mostly below about 76%; note: some results filed as inactive read as strong as hits
# NTR1 agonist cell count 20 µM: further read-out of NTR1 agonist, marked with its call; cell count; measured here: cell count, cytotoxicity flag
# NS5 inhibitors pilot replicate: recorded beside NS5 inhibitors, whose call it bears; inhibition, %; measured here: pilot screen replicate inhibition
# Numbers without * were called inactive; u = inconclusive; x = not tested or not shown; [ ] = dose if it differs, or a comment.
SMILES,NTR1 agonist,NTR1 agonist cell count 20 µM,GPR35 arrestin U2OS,AID2073,GPR55 activation,UTI89 phage lysis,GPR55 antagonists,Siah-1 displacement,NS5 inhibitors,HIV fusion peptide,others
O=C(Nc1cccnc1Oc1ccc(Cl)cc1)c1cccc2ccccc12,4.3,50,-1%,7%,-0.1%,0.3%,4%,6%,-3%,-0.8%,
Cc1ccc(NC(=O)COc2ccc(CCO)cc2-n2nc3ccccc3n2)cc1C,31,50,6%,18%,-0.2%,9.4%,8%,7%,-3%,1.4%,
CC(=O)n1nc(-c2ccc(C)cc2)nc1NCc1ccco1,x,x,-6%,7%,0.8%,0.0%,11%,5%,-1%,0.7%,
COc1ccc(CCNC(=O)CSc2nnc(-c3ccc(F)cc3)c3ccccc23)cc1OC,0.7,47,-3%,0%,0.1%,4.8%,4%,-10%,0%,-0.9%,
Cc1ccc(NC(=O)C2CC(=O)N(Cc3ccccc3)C2)cc1S(=O)(=O)N1CCCCCC1 (configuration not stated),0.6,75,-4%,-2%,-0.2%,-0.3%,-4%,3%,-1%,0.4%,
CCOC(=O)Cc1csc(NC(=O)C(NC(=O)C2CCC(C)CC2)C(C)C)n1 (configuration not stated),1.4,74,12%,11%,-0.1%,0.0%,-3%,-3%,-5%,0.0%,
COc1ccc(C2c3[nH]c4ccccc4c3CCN2C(=O)c2ccccc2C(C)=O)c(F)c1 (configuration not stated),1.3,63,-5%,9%,0.3%,-1.3%,56%,-7%,6%,0.9%,
Cc1csc(NC(=O)C2CCN(S(=O)(=O)c3ccccc3F)CC2)n1,-1.5,49,-6%,1%,1.0%,0.1%,10%,-3%,-4%,-1.4%,
CCc1ccc(NC(=O)c2cc(Br)ccc2Br)cc1,0.2,44,-3%,-8%,-0.2%,x,-7%,1%,x,0.8%,
COc1cccc(C(=O)Nc2c3c(nc4c2CCC4)CCCC3)c1,1.5,43,-12%,-5%,-0.3%,3.7%,12%,2%,-4%,1.4%,
CCOc1ccc(C(=O)N(CN2CCCC2=O)c2ccc(C)cc2)cc1,-0.8,87,10%,8%,1.0%,x,6%,21%,x,-1.2%,
O=C(Nc1ccc(Cl)c(Cl)c1)O/N=C/c1ccncc1,4.5,64,0%,0%,-0.3%,0.6%[50 µM],10%,-4%,-5%,-0.6%,
COc1ccc(NC(=O)CSc2nnc(-c3cccnc3)o2)cc1,-1.1,66,11%,-9%,-0.2%,6.5%,12%,-2%,2%,-2.1%,
CC(C)OC(=O)CSc1nnc(-c2ccncc2)n1N,-1.7,72,19%,4%,-0.2%,0.4%,4%,-3%,3%,-1.4%,
O=c1c(-c2nnc(SCc3ccc(Cl)cc3)o2)cccn1Cc1ccccc1,0.5,93,-13%,8%,0.2%,0.5%,16%,2%,-11%,-0.9%,NS5 inhibitors pilot replicate=1.7
CC(C)C(OC(=O)CCCC(=O)Nc1nccs1)C(=O)NC1CCCCC1 (configuration not stated),0.2,40,10%,-10%,-0.2%,-0.4%,-5%,-1%,-5%,-2.0%,
COc1ccc(C(=O)N2CCCCC2C(=O)Nc2ccc(-n3nc(C)cc3C)cc2)o1 (configuration not stated),0.0,67,2%,7%,0.2%,0.2%,5%,6%,-1%,1.8%,
COc1ccc(-c2[nH]c3ccccc3c2SCCNC(=O)c2cc3ccccc3oc2=O)cc1,15,92,-5%,9%,0.2%,4.7%,16%,12%,-1%,0.0%,
COc1ccc(C)cc1S(=O)(=O)N1CCCC(C(=O)NCC2CCCO2)C1 (configuration not stated),0.2,33,-14%,-2%,-0.1%,1.0%[50 µM],0%,1%,-3%,-2.6%,
O=S(=O)(Nc1nnc(C(F)(F)F)s1)c1ccc(Cl)cc1,0.9,86,-1%,6%,0.0%,0.4%,4%,3%,5%,16%,
COc1cccc(NC(=S)N(Cc2ccco2)C(C)c2ccco2)c1 (configuration not stated),-1.2,63,9%,-12%,0.2%,1.6%,6%,3%,3%,1.8%,
COc1cccc(NC(=S)NCc2cccnc2)c1,-2.2,53,-6%,-9%,-0.2%,0.5%,1%,7%,-4%,-1.0%,
CCOC(=O)CNc1ncc(C(F)(F)F)cc1Cl,1.1,31,3%,8%,-0.3%,9.5%,-2%,10%,0%,0.2%,
COc1cc(/C=C/C(=O)O)cc(S(=O)(=O)NCCCC(=O)O)c1OC,2.5,56,-10%,12%,-0.1%,0.1%,-1%,2%,6%,0.0%,
COC(=O)c1sccc1NC(=O)CCC1CCCCC1,1.1,70,-8%,-3%,-0.3%,0.7%,4%,-1%,-6%,3.2%,
O=C(NC(Nc1nc2ccc([N+](=O)[O-])cc2s1)(C(F)(F)F)C(F)(F)F)c1ccccc1,-1.7,81,-3%,0%,-0.1%,u,-3%,3%,-15%,4.1%,
O=C(c1ccc(CS(=O)(=O)c2ccccc2)o1)N1CCOCC1,-3.0,41,10%,-3%,-0.1%,0.8%,20%,-9%,-10%,-2.5%,
CC(=O)Nc1ccc(S(=O)(=O)N2CCN(C(=O)c3ncoc3-c3ccccc3)CC2)cc1,1.3,53,-1%,-2%,-0.1%,0.2%,7%,10%,-1%,-0.8%,
C=CCc1ccc(OCCn2cccc2C=O)c(OC)c1,-1.2,47,-7%,-2%,-0.1%,0.9%,-17%,6%,-1%,-1.8%,
CSCCCNC(=S)N1CCc2ccccc2C1,1.8,51,-9%,-16%,-0.3%,0.2%,0%,4%,-12%,-1.2%,
CCOC(=O)C1(CCOc2ccccc2)CCN(Cc2ccc(CO)o2)CC1,-1.5,76,0%,17%,-0.2%,0.2%,-6%,-2%,-4%,1.1%,
Cc1cccnc1NC(=O)COc1ccc2oc3c(c2c1)CCCC3,-2.3,104,-7%,11%,-0.4%,4.6%,-2%,-4%,3%,0.4%,
CC1(C)C/C(=N\NC(=S)Nc2ccccc2F)c2cc(O)ccc2O1,5.3,49,2%,10%,0.5%,-1.0%,0%,-11%,-5%,-2.8%,
N/C(=N\O)c1ccc(NC(=O)c2ccc(Br)o2)cc1,-2.4,79,5%,-7%,-0.1%,-0.2%,-7%,3%,-3%,-3.5%,
O=C(NCC1CC1)c1ccc(Oc2cc(Cl)cc(Cl)c2)o1,-0.9,51,2%,14%,-0.1%,-1.0%,-3%,-5%,7%,0.0%,
Cc1ccc(OCC(=O)N(Cc2ccco2)C2CCS(=O)(=O)C2)cc1C (configuration not stated),4.3,54,-11%,6%,-0.1%,7.2%,-6%,3%,-5%,1.7%,
Cc1ccc(CNS(=O)(=O)c2c(C(=O)N3CCCCC3)c(C)n(C)c2C)cc1,0.0,69,6%,u,0.1%,0.2%,0%,-6%,-4%,-0.5%,
CCc1ccc(NC(=O)CNC(=O)[C@@H]2Cc3ccccc3CN2C(=O)OC(C)(C)C)cc1,1.9,74,10%,3%,0.3%,0.0%,9%,0%,-13%,2.3%,
CCOC(=O)C(=O)N=Nc1c(O)n(C)c2ccccc12,-0.9,46,4%,-5%,0.9%,-1.1%,2%,-4%,-6%,0.6%,
CNC(=O)C1(C(F)(F)F)C/C(=C\CCO)CCCO1 (configuration not stated),1.0,86,-6%,3%,-0.3%,0.8%,-10%,-1%,-3%,1.8%,
COc1ccc2[nH]c(C)c(CCN(Cc3cccs3)C(=S)Nc3ccc(F)cc3)c2c1,-1.0,54,-18%,18%,-0.3%,0.0%,12%,1%,25%,75%,
CCOc1cc(C(c2c(C)[nH][nH]c2=O)c2c(C)[nH][nH]c2=O)cc(Br)c1OC,0.0,79,-6%,6%,-0.1%,0.2%,7%,1%,-4%,1.2%,
Cc1ccccc1C1N(c2nccs2)C(=O)C2CCCN21 (configuration not stated),-0.7,75,-8%,-16%,0.1%,4.3%,-10%,2%,x,1.1%,
COC(=O)c1[nH]c2ccc(C)cc2c1NS(=O)(=O)c1ccc(F)cc1,0.3,46,-30%,7%,-0.1%,-0.4%,-6%,2%,1%,-1.0%,
O=C(c1ccccc1)C1CCN(C(=O)c2c(F)cccc2F)CC1,-0.1,78,-6%,8%,0.0%,0.3%,1%,0%,-7%,0.7%,
CC1(C)CC(=O)C2=C(C1)OC(N)=C(C#N)C2c1ccccc1 (configuration not stated),-1.7,69,4%,14%,0.3%,0.4%,1%,18%,1%,2.7%,
Cn1cc(/C=C2/SC(=O)N(c3ccccc3)C2=O)c2ccccc21,5.8,62,5%,24%,0.3%,0.1%,10%,0%,-3%,6.1%,
C=C(C)CCC(C)N1CCC(n2nccc2NC(=O)CCCc2ccccc2)CC1 (configuration not stated),1.3,68,-1%,7%,0.0%,0.4%,-7%,-2%,8%,1.2%,

# Continued; the last 2 above are carried over.
SMILES,NTR1 agonist,NTR1 agonist cell count 20 µM,GPR35 arrestin U2OS,AID2073,GPR55 activation,UTI89 phage lysis,GPR55 antagonists,Siah-1 displacement,NS5 inhibitors,HIV fusion peptide,others
Cn1cc(/C=C2/SC(=O)N(c3ccccc3)C2=O)c2ccccc21,5.8,62,5%,24%,0.3%,0.1%,10%,0%,-3%,6.1%,
C=C(C)CCC(C)N1CCC(n2nccc2NC(=O)CCCc2ccccc2)CC1 (configuration not stated),1.3,68,-1%,7%,0.0%,0.4%,-7%,-2%,8%,1.2%,
CSc1ccc(NC(=O)NCCCN2CCC(Cc3ccccc3)CC2)cc1,6.8,61,2%,-3%,0.3%,-0.1%[50 µM],1%,-3%,-26%,0.8%,
CCCCNC(=S)NCc1ccc2c(c1)cc(C)n2C,-3.0,56,6%,7%,-0.2%,5.5%,-5%,3%,-1%,2.1%,
COc1ccc(-n2c(SCC(=O)C(C)(C)C)nc3c(sc(=S)n3-c3ccccc3)c2=O)c(OC)c1,-0.1,93,11%,-22%,1.8%,0.2%,-1%,1%,-18%,-0.5%,
COc1ccc(C(=O)OCC(=O)NCc2ccccc2)c(OC)c1OC,2.3,79,7%,1%,-0.7%,1.9%,2%,-2%,x,0.2%,
CCOC(=O)CSc1nnc(-c2cc(OC)c(OC)c(OC)c2)o1,2.6,39,10%,-7%,-0.3%,-0.4%,-6%,4%,-7%,-0.5%,
Cn1c(N)c(C(=O)COC(=O)c2cc(-c3ccco3)nc3ccccc23)c(=O)n(Cc2ccccc2)c1=O,28,49,-13%,58%*,0.1%,x,1%,11%,x,48%,
CN(C)CCNS(=O)(=O)c1ccc(Cl)cc1,-4.2,102,-1%,32%,0.2%,4.0%,-3%,3%,1%,0.0%,

# Hits appear at their usual frequency; about 1.2% have a hit in one of these screens.
